Wee1 degr inh: blocks degradation of human Wee1 kinase; reporter increase, % at 5 µM; 220,000 tested, 1.2% active; P30291; AID 1321; HeLa Luc-Wee1K328M stability, luciferase luminescence; 100% = proteasome inhibitor MG132 effect;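 active = activation above the mean of all tested compounds plus 3 SD, set per screening run, cut at about 8.8% in these data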;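 note: cells exposed to compound for 20 h before luminescence read; 0% = DMSO alone and 100% = MG132 at 30 µM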
Target sequence (P30291 whole entry K328M): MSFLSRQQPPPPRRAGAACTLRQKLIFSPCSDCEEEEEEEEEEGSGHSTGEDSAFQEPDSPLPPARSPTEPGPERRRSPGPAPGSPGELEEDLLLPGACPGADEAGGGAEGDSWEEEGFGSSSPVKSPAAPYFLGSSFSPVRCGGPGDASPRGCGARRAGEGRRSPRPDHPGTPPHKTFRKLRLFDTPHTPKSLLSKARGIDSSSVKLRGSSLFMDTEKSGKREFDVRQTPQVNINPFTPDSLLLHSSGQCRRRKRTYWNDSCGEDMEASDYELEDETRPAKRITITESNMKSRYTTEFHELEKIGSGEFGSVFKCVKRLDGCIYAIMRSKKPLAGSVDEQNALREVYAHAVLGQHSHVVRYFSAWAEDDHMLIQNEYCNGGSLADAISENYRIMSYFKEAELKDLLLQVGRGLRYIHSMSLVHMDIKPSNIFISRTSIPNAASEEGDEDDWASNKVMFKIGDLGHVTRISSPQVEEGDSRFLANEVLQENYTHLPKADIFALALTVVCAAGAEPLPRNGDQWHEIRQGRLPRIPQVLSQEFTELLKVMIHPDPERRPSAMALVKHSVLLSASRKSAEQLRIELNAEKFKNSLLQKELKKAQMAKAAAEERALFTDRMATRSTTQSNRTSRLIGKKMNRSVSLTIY
TRPML3 ag: human mucolipin-3 channel agonism; HEK293 TRPML3-YFP, Fluo-8 calcium fluorescence; 100% = the carbachol control signal; activation, % at 3 µM; 220,000 tested, 0.29% active; AID 1448;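 active = activation above its plate's cutoff, the mean activation of the plate's test wells plus 3 SD, cut at about 12% in these data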;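 note: 0% = DMSO only wells and 100% = carbachol wells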
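system = HEK293 cells stably carrying human TRPML3-YFP | doses = one concentration, 3 µM nominal, 0.3% DMSO | timing = dye loading 1 h 37 °C then 30 min ambient, 125 s read | detection = Fluo-8 calcium dye fluorescence, ex 470-495, em 515-575 nm | benchmarks = high control carbachol 87 µM, low control DMSO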
RBBP9 inh: human RBBP9 hydrolase inhibition. O75884. recombinant RBBP9, FP-Rh probe fluorescence polarization. inhibition, % at 7.94 µM. 220,000 tested, 0.2% active;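 active = inhibition above the campaign mean of all tested compounds plus 3 SD, cut at about 14% in these data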;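 note: plate controls were DMSO wells with RBBP9 for no effect and wells lacking RBBP9 protein for full effect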
Target sequence (O75884 whole entry, looked up): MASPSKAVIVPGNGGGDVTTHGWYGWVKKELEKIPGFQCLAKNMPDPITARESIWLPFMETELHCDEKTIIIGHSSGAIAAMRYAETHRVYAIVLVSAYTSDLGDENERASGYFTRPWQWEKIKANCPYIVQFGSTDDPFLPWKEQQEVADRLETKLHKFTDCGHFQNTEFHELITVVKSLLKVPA
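Measured by: FP readout at 525/598 nm; material: recombinant human RBBP9; also added: Serine-hydrolase probe FP-Rh, 375 nM pre-mixing; medium: Tris buffer pH 8.0, NaCl, Pluronic; replication: one well per compound; doses: one concentration, 7.94 µM nominal, 0.794% DMSO; timing: preincubation 30 min plus labeling 45 min at 25 °C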
PPC-1+TRAIL kill: PPC-1 cancer cell killing with TRAIL present; PPC-1 cells + TRAIL, ATPLite viability luminescence; cell killing (% activity), % at 4 µM; 220,000 tested, 0.41% active;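 active = cell killing above 50% in the first pass at 4 µM, then a duplicate retest at 5 µM averaging 50% or more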;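 note: plate controls were cells with TRAIL plus DMSO for no effect and medium-only wells lacking cells for full effect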
TRPN1 ag: zebrafish TRPN1 (NompC) channel agonism; HEK293 zebrafish TRPN1-YFP, Fluo-8 calcium fluorescence; 100% = response to 87 µM carbachol; activation, % at 3 µM; 220,000 tested, 0.18% active;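 active = activation above its plate's cutoff, the mean activation of test wells on that plate plus 3 SD, cut at about 19% in these data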;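 note: 0% = DMSO alone and 100% = 87 µM carbachol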
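Control set: carbachol 87 µM as high control, DMSO as low control; system: HEK293 stable line with zebrafish TRPN1-YFP; read-out: % activation versus carbachol response; detection: intracellular calcium fluorescence with Fluo-8; doses: single test compound dose, 3 µM nominal, 0.3% DMSO; schedule: dye 1 h 37 °C plus 30 min RT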
TNF death inh: inhibitors of TNF-alpha induced necroptosis in Jurkat FADD-/- cells; activation (protection from cell death), % at 10 µM; Jurkat FADD-/- TNF necroptosis rescue, ATP luminescence, 24 h; 0 = TNF only, 100 = no-TNF cells; AID 463075; 220,000 tested, 0.068% active;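 active = activation, meaning protection from cell death, of at least 50% relative to plate controls; inactive = activation below 50%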;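 note: necroptosis triggered by 40 ng/mL TNF-alpha added together with compound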
Ba/F3 V617F tox: loss of viability in JAK2V617F-driven Ba/F3 cells. Ba/F3 EpoR-JAK2V617F viability, ATP luminescence. inhibition, % at 5.6 µM. 220,000 tested, 1.1% active;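 active = inhibition above the campaign mean plus 3 SD over all tested compounds, cut at about 24% in these data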;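 note: cytokine-independent growth of Ba/F3 cells driven by EpoR plus mutant JAK2; 0% = DMSO-treated cells and 100% = JAK inhibitor I control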
CHOP inhibitor: CHOP inhibition in unfolded protein response; 220,000 tested, 3.8% active; CHO-K1 CHOP-promoter luciferase, tunicamycin-induced, 15-18 h; inhibition, % at 10 µM; AID 2732;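 active = compounds that reduced the stress-induced luciferase reporter signal by more than about 70% of percent inhibition, limit read from the data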;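 note: 0% = tunicamycin plus vehicle and 100% = wells without tunicamycin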
BaF3 parental: parental Ba/F3 viability inhibition as JAK2V617F counter-screen; inhibition, % at 5.6 µM; 220,000 tested, 1.1% active; CellTiter-Glo ATP luminescence;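 active = inhibition above a per-campaign cutoff, the mean inhibition of all tested compounds plus 3 SD, cut at about 27% in these data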;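 note: 0% = DMSO wells and 100% = JAK Inhibitor I control wells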
An asterisk follows results filed as active; / = not tested or not shown; [ ] = remark or other dose.

1. COc1ccc(NS(=O)(=O)c2ccc3c(c2)oc(=O)n3C)c(OC)c1
2. O=C(NC(=S)Nc1c(Cl)ccc2nsnc12)c1ccco1
3. Cn1nnnc1SCc1c(F)cccc1F
4. CCCN1CCN(c2ncnc3c2nnn3Cc2ccccc2)CC1
5. c1ccc2c3c(cc(N4CCOCC4)c2c1)OC1(N2CCOCC2)CCCCC1O3 (centres undefined)
6. CCc1nnc(NC(=O)CSc2nnc(-c3ccco3)n2C)s1

entry no.	1	2	3	4	5	6
BaF3 parental	0.1	4.3	-0.9	4.2	6.9	2.0
PPC-1+TRAIL kill	-0.2	3.6	0.9	22.9	-14.6	-1.0
RBBP9 inh	-4.5	-6.1	-5.8	-4.1	-1.4	-4.5
TRPML3 ag	0.8	0.2	0.6	0.3	-0.2	0.0
TNF death inh	3.2	0.5	3.7	-7.1	-2.9	-2.0
Ba/F3 V617F tox	-1.5	0.4	-2.9	0.8	-1.8	-3.2
Wee1 degr inh	2.7	-0.4	2.5	2.3	3.4	-0.7
TRPN1 ag	2.1	-0.8	0.6	0.6	0.2	1.2
CHOP inhibitor	28.4	-0.5	43.0	/	32.6	27.4

7. N#CNC(=Nc1cccc(F)c1)SCc1ccccc1
8. O=C(CSc1nc(C2CCCCC2)nc2ccccc12)N1CCCC1
9. Cc1cc(C)c(C#N)c(Nc2ccccc2Cl)n1
10. O=C(Nc1ccc(Cl)cc1)NC1CCCc2ccccc21 (centres undefined)
11. Cc1cccc(Nc2nc(N3CCCC3)nc(N3CCCC3)n2)c1
12. O=C(NCc1ccncc1)Nc1ccccc1

entry no.	7	8	9	10	11	12
BaF3 parental	4.5	8.3	2.1	1.5	0.9	2.5
PPC-1+TRAIL kill	5.7	-25.4	5.0	17.1	13.6	9.3
RBBP9 inh	-5.5	-5.1	12.3	-6.0	-0.4	7.9
TRPML3 ag	3.8	0.3	0.5	0.6	0.7	1.0
TNF death inh	-0.5	1.6	-0.2	-2.0	0.9	1.6
Ba/F3 V617F tox	-2.1	-0.8	-0.3	-2.8	-4.1	-3.6
Wee1 degr inh	1.2	-1.7	-1.2	3.7	-0.9	2.3
TRPN1 ag	13.6	-0.6	-0.9	0.6	-0.6	0.4
CHOP inhibitor	9.8	-29.8	42.9	3.2	64.9	9.9

13. Cc1ccsc1/C=C(\C#N)C(=O)NC1CCS(=O)(=O)C1 (centres undefined)
14. Cc1nc(CC(=O)c2ccc(O)cc2O)cs1
15. COc1ccc(OC)c(NC(=O)C2CCCNC2=O)c1 (centres undefined)
16. Cc1nc2oc(C(=O)c3ccc(Br)cc3)c(N)c2c2c1COC(C)(C)C2
17. CS(=O)(=O)N1CCN(C(=O)NC2CCCCC2)CC1
18. Cc1cccc2sc(NC(=O)CCNS(=O)(=O)c3cccc4nonc34)nc12

entry no.	13	14	15	16	17	18
BaF3 parental	3.1	6.6	-1.1	9.1	5.0	10.0
PPC-1+TRAIL kill	7.9	14.9	8.1	14.8	0.4	6.2
RBBP9 inh	-3.2	4.5	-0.6	-14.2	4.6	-5.0
TRPML3 ag	0.3	1.0	0.9	-0.1	0.5	1.4
TNF death inh	1.8	-0.2	-2.9	0.7	0.0	4.3
Ba/F3 V617F tox	-6.6	2.9	-3.2	3.4	1.1	1.7
Wee1 degr inh	12.2*	0.6	-0.5	-1.3	0.1	2.6
TRPN1 ag	0.4	0.3	-0.3	0.2	1.1	3.5
CHOP inhibitor	-7.6	5.4	39.0	100.8*	22.2	38.9

19. CC(C)(C)S(=O)(=O)c1cnc(N2CCOCC2)nc1N
20. CCCCC(=O)Nc1ccccc1Oc1ccccc1
21. CCOC(=O)C1=C(N)n2c(s/c(=C\c3cccs3)c2=O)=C(C(=O)OCC)C1c1cccs1 (centres undefined)
22. C=CCn1c(SC2CCOC2=O)nc2sc(C)c(C)c2c1=O (centres undefined)
23. Cc1ccc(CCNC(=O)C2CCC(=O)N2C(C)C)cc1 (centres undefined)
24. Cc1cc(=O)n(C)c(=O)n1CCCCOc1cccc([N+](=O)[O-])c1

entry no.	19	20	21	22	23	24
BaF3 parental	-0.8	7.2	54.0*	1.5	-2.2	1.4
PPC-1+TRAIL kill	7.9	-6.0[5 µM]	4.1	26.9	-0.6	5.2
RBBP9 inh	0.1	-5.1	-6.5	-12.8	1.8	5.7
TRPML3 ag	0.9	-0.9	0.9	-0.1	0.4	0.7
TNF death inh	1.4	-0.3	-15.0	0.2	0.1	1.9
Ba/F3 V617F tox	-3.2	1.1	42.2*	0.3	-3.6	-2.1
Wee1 degr inh	0.6	6.2	3.5	1.5	-2.5	3.7
TRPN1 ag	2.1	-4.1	0.3	-0.5	-0.4	0.9
CHOP inhibitor	13.3	21.2	/	20.1	16.0	26.0

25. CC1CCN(c2c(NCC3CCC(C(=O)Nc4ccccn4)CC3)c(=O)c2=O)CC1 (centres undefined)
26. Cc1c(CCOC(=O)c2ccc(N3CCOCC3)c([N+](=O)[O-])c2)sc[n+]1CC#N
27. COc1ccccc1CCNC(=O)c1ccoc1C
28. CCc1ccccc1NC(=S)NCC1CCN(c2ccc(OC)cc2)C1 (centres undefined)
29. Cc1c(-c2cccc(NC(=O)c3cccs3)c2)nc2ncccn12
30. CC(C)OC(=O)CC12CN3CN(C1)CC(CC(=O)OC(C)C)(C3)C2=O

entry no.	25	26	27	28	29	30
BaF3 parental	1.4	-1.3	3.1	2.2	3.3	-0.5
PPC-1+TRAIL kill	-3.2	13.3	-19.2	9.6	-14.2	28.4
RBBP9 inh	-2.9	-9.1	-11.0	-3.1	-6.6	1.9
TRPML3 ag	0.5	0.9	0.2	0.4	-0.7	0.5
TNF death inh	3.0	-3.3	-1.1	-15.8	-0.4	-1.1
Ba/F3 V617F tox	-5.5	2.5	2.6	2.0	0.5	-1.8
Wee1 degr inh	-0.4	0.8	-1.7	-0.8	5.1	5.4
TRPN1 ag	-0.7	3.6	-0.4	0.6	0.6	2.4
CHOP inhibitor	14.0	13.8	1.0	-2.0	13.0	-3.7

31. Cc1[nH]c2ccccc2c1C(=O)CCl
32. Cc1cccc(C(CC(=O)NCCc2ccccc2)c2ccccc2)c1O (centres undefined)
33. COC(=O)c1c(NC(C)=O)sc2c1CCCC2
34. NC(=S)Nc1ccccc1Br
35. CCn1nc2cc(C(=O)NCC34CC5CC(CC(C5)C3)C4)ccc2c1OC
36. Cc1cc(C(F)(F)F)n(-c2nc(C(=O)NNS(=O)(=O)c3ccccc3)cs2)n1

entry no.	31	32	33	34	35	36
BaF3 parental	1.9	0.3	6.6	5.4	4.5	3.1
PPC-1+TRAIL kill	-3.8	-4.9	15.3	6.7	15.2	8.7
RBBP9 inh	1.0	-5.7	-7.3	1.1	-3.0	-1.8
TRPML3 ag	3.7	-1.6	-0.1	0.0	0.2	0.0
TNF death inh	5.2	1.4	-6.0	1.3	0.2	0.4
Ba/F3 V617F tox	-4.9	-2.7	1.2	-7.0	0.0	-0.6
Wee1 degr inh	-1.8	1.0	-3.1	-1.7	-2.1	-0.3
TRPN1 ag	-0.1	-3.5	-1.7	0.8	-1.2	-0.8
CHOP inhibitor	-50.2	28.6	17.5	5.9	-1.1	18.0

37. Cc1ccc(C)c(NS(=O)(=O)c2ccc(OCC(=O)NCc3ccco3)cc2)c1
38. O=C(CSc1ccc(-c2ccncc2)nn1)c1ccccc1
39. CCOC(=O)c1ccccc1NC(=S)N1CCC(C(N)=O)CC1
40. COC(=O)c1ccc(CSc2nnc(NC(C)C)s2)cc1
41. COC(=O)c1cc(Nc2cc(C)nc3ncnn23)cc(C(=O)OC)c1
42. Cc1ccn(-c2n[nH]c(C)c2[N+](=O)[O-])n1

entry no.	37	38	39	40	41	42
BaF3 parental	-0.1	3.7	3.8	4.5	6.7	4.0
PPC-1+TRAIL kill	-10.2	-1.2	10.5	-2.7	1.5	3.9
RBBP9 inh	2.1	-10.2	-6.0	2.5	-9.0	2.1
TRPML3 ag	0.0	2.9	1.1	0.1	0.6	0.6
TNF death inh	-3.0	0.9	0.2	0.3	-2.2	0.1
Ba/F3 V617F tox	-3.1	6.2	1.5	-0.3	0.6	3.8
Wee1 degr inh	1.5	-1.7	1.1	2.5	2.3	-1.0
TRPN1 ag	1.9	5.5	3.4	0.1	0.2	0.5
CHOP inhibitor	0.8	10.6	6.6	0.7	0.3	-11.1

43. O=C(CNc1ccc(F)cc1)N/N=C1\CCCc2ccccc21
44. CCOC(=O)c1c(NC(=O)c2ccoc2C)sc2c1CCC2
45. CC(NC(=O)Cn1c(=O)oc2cc(S(=O)(=O)N3CCCC3)ccc21)c1ccccc1 (centres undefined)
46. O=C1C2C3C=CC(C4CC34)C2C(=O)N1c1cc(Cl)ccn1 (centres undefined)
47. CC(C)N=C1CC(C)(C)CC(=O)/C1=C(/O)CCCN1C(=O)c2ccccc2C1=O
48. N#CC1=C(N)N(c2ccccc2)C2=C(C(=O)CCC2)C1c1ccsc1 (centres undefined)

entry no.	43	44	45	46	47	48
BaF3 parental	-0.9	1.1	3.6	-0.9	4.6	-2.3
PPC-1+TRAIL kill	4.4	-1.8	25.4	14.2	21.9	8.1
RBBP9 inh	-1.6	-5.7	4.4	-9.2	-7.6	-5.8
TRPML3 ag	0.1	0.6	0.8	-0.6	-0.1	0.5
TNF death inh	0.4	0.1	-0.4	0.8	-0.3	10.3
Ba/F3 V617F tox	-0.8	-3.3	0.7	2.5	1.1	-6.1
Wee1 degr inh	1.6	-0.1	-0.8	-3.2	-3.2	2.9
TRPN1 ag	-0.3	-0.1	0.9	1.5	0.0	-1.9
CHOP inhibitor	70.5*	2.1	1.6	-2.3	23.0	-19.1

49. CC(=O)Nc1ccc2c(c1)CCCC2=O
50. COc1ccc(-c2nc3n(c(=O)c2C#N)CCS3)cc1OC
51. COc1ccc(OCc2nc3ccc(S(=O)(=O)Nc4ccccc4Cl)cc3[nH]2)cc1
52. Cc1ccccc1OCCOC(=O)c1nc2nccc(C)n2n1

entry no.	49	50	51	52
BaF3 parental	5.1	2.4	5.6	5.0
PPC-1+TRAIL kill	19.1	-9.0	8.1	9.9
RBBP9 inh	1.0	-7.5	-11.3	1.4
TRPML3 ag	0.2	1.3	-0.2	0.4
TNF death inh	-0.2	-0.6	-0.2	2.3
Ba/F3 V617F tox	-0.9	4.1	3.1	-0.7
Wee1 degr inh	-1.9	5.4	2.0	1.2
TRPN1 ag	0.1	-0.5	3.0	1.1
CHOP inhibitor	-8.4	2.2	25.3	11.1

Screening results (PubChem)
